Mm-Cpn inhibitor: Inhibitors of TCP-1 ring complex (TRiC) of Methanococcus maripaludis (MmCpn): qHTS; Chaperonin Mm-Cpn (Methanococcus maripaludis); purified Mm-Cpn ATPase, ADP Transcreener TR-FRET; Potency, µM (titrated, usually from 76.9 µM), for inactives: at the highest dose activity, negative = inhibition, most hits filed as inhibitors; 330,000 compounds, 0.031% hits; AID 504842, 2011; also: potency is read from the fitted curve at half-maximal effect; % is scaled to controls: 0 for no effect and ±100 for the full control effect; nearly all actives have a fitted effect of over 80% in size
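Inhibition of chaperonin ATP hydrolysis is measured as reduced ADP production, detected by competitive TR-FRET in which signal falls with ADP. Final enzyme 25 nM and ATP 10 uM, reacted 30 min at 37°C.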
Nrf2 ARE act: qHTS of Nrf2 Activators. AREc32 ARE-luciferase reporter (MCF7-derived line), luminescence, 24 h. Potency, µM (titrated, usually from 46.1 µM), without a hit: top-dose activation, actives largely listed as activators. 410,000 compounds, 0.31% hits; also: potency is read from the fitted curve at half-maximal effect; % of control where 0% means no effect; nearly all actives have a fitted effect of over 65% in size
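Luminescent ARE reporter assay in AREc32_Fluc cells: overnight plating at 37 deg C, 24 hr compound incubation, Steady-Glo added, 30 min RT before reading.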
pAkt inh: HTS Assay for Inhibitors of Akt Phophorylation: Primary Screen. Neuro2A IGF-stimulated pAkt S473 HTRF, 20 min; active compounds read low. activity change, % for hits at 50 µM. 360,000 compounds, 0.32% hits; in the data active = activity change below about -80%; inconclusive = mostly about -51% to -80%; also: % is scaled to controls: 0 for no effect and ±100 for the full control effect
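Neuro2A cells (4,500/well, DMEM with 0.5% FBS) were treated with compound at a single 50 µM final concentration, stimulated with 6 nM IGF for 20 min at 37 °C, and lysed. Phospho-Akt Ser473 was read by HTRF as 665/615 ratio ×10^4.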
TGFb inhibitor: qHTS for Inhibitors of TGF-b; Potency, µM (top dose mostly 46.1 µM), for inactives: at the highest dose activity, negative = inhibition, most hits filed as inhibitors; HepG2 CAGA-GFP TGF-b/SMAD3 reporter, GFP fluorescence, 18 h; TGF-beta stimulated, 500 pg/mL final; AID 588855, 2011; 410,000 compounds, 1.2% hits; also: potency is read from the fitted curve at half-maximal effect; % is scaled to controls: 0 for no effect and ±100 for the full control effect; nearly all actives have a fitted effect of over 65% in size
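Inhibition was scored as loss of TGF-beta-induced (500 pg/mL final, 18 hours, 37 degrees C) GFP in HEPG2 cells carrying a CAGA-GFP reporter, in DMEM with 1% FBS. Well GFP was summed per cell; Activity was normalised to unstimulated and stimulated DMSO wells, then concentration-response fitting.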
Nrf2 inh: Nrf2 qHTS screen for inhibitors; 360,000 compounds, 2.1% hits; A549 ARE-Fluc reporter, luciferase luminescence, 18-24 h; Potency, µM (doses to about 46 µM), without a hit: top-dose activity change, negative = inhibition, hits mostly inhibitors; also: potency is read from the fitted curve at half-maximal effect; % is scaled to controls: 0 for no effect and ±100 for the full control effect; nearly all actives have a fitted effect of over 60% in size
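Quantitative HTS in A549 cells stably bearing an antioxidant response element-firefly luciferase construct. Inhibition of Nrf2-driven transcription was scored by luminescence after 18-24 h of compound exposure at 37 °C.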
EPAC2 antagonist: qHTS for Antagonist of cAMP-regulated guanine nucleotide exchange factor 2 (EPAC2): primary screen; 360,000 compounds, 0.18% hits; Potency, µM (highest dose often 114 µM), for inactives: at the top dose activity, negative = inhibition, actives largely listed as inhibitors; EPAC2 GEF exchange of Rap1B-BODIPY-GDP, fluorescence; Rap guanine nucleotide exchange factor 4 (Homo sapiens), Q8WZA2; also: potency is read from the fitted curve at half-maximal effect; % is scaled to controls: 0 for no effect and ±100 for the full control effect; nearly all actives have a fitted effect of over 45% in size; many of its hits are not listed in these tables
Target sequence (Q8WZA2 whole entry, looked up): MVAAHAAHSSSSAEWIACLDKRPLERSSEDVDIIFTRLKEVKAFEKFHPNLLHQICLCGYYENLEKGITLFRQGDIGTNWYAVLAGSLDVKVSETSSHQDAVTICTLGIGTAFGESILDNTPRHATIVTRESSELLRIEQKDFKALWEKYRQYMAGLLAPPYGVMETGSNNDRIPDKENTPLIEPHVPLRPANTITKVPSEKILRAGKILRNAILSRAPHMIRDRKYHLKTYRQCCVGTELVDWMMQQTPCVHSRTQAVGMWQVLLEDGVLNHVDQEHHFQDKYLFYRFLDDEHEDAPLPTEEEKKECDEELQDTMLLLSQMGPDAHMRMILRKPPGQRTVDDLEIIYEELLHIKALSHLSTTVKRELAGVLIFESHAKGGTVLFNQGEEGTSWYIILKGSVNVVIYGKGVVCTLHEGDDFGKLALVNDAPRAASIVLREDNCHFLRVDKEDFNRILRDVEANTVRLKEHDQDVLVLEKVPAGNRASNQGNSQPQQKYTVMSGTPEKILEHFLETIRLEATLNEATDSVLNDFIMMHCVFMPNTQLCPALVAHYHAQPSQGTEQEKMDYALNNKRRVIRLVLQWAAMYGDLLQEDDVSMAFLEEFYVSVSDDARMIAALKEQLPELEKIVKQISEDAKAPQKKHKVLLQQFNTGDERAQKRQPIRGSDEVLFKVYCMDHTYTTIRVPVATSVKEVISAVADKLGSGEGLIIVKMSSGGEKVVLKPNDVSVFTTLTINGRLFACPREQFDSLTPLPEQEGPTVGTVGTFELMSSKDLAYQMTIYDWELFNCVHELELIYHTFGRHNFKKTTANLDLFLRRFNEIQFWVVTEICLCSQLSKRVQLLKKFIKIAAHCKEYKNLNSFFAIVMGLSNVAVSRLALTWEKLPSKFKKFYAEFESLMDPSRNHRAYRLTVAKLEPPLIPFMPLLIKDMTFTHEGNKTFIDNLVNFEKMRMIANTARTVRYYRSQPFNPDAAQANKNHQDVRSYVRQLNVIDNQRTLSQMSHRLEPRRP
CCT modulator: High-Throughput Screening for Modulators of Cytosolic Chaperonin Activity. purified chaperonin ATPase assay, HTRF ADP detection, 30 min. activity change, % (no concentration beside the values), hits read low. 360,000 compounds, 0.3% hits; in the data active = activity change below about -30%; also: % is scaled to controls: 0 for no effect and ±100 for the full control effect
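Enzyme 40 or 20 nM (batch-dependent) in Tris pH 7.4/KCl/MgCl2/DTT; cpd 76 uM single point; ATP 10 uM; 30 min 37 °C; Transcreener ADP HTRF detection, 30 min RT; ratio 665/615.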
A549 viability: Nrf2 qHTS screen for inhibitors: counterscreen for cytotoxicity; A549 ARE-Fluc cells, CellTiter-Fluor viability, 18-24 h; Potency, µM (top dose mostly 46 µM), without a hit: top-dose activity change, negative = cytotoxicity, usual class: inhibitors; 390,000 compounds, 0.16% hits; AID 504648, 2011; also: potency is read from the fitted curve at half-maximal effect; % is scaled to controls: 0 for no effect and ±100 for the full control effect
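A549 ARE-Fluc cells in 5% FBS OPTI-MEM, 5000 cells/well, rested 2 h then exposed to compounds in concentration-response for 18-24 h at 37 °C. Viability by CellTiter-Fluor fluorescence (Ex 405/Em 525) after 30 min; luciferase luminescence (BugLite, 15 min, RT) read afterwards.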
EPAC2 agonist: qHTS for Agonist of cAMP-regulated guanine nucleotide exchange factor 4 (EPAC2): primary screen. 360,000 compounds, 0.079% hits. Potency, µM (titrated, usually from 154 µM), for inactives: at the top dose activation, actives largely listed as activators. Rap guanine nucleotide exchange factor 4 (Homo sapiens), Q8WZA2. EPAC2 activation, biochemical qHTS; response scale: 100% = 6.5 mM cAMP response; also: potency is read from the fitted curve at half-maximal effect; nearly all actives have a fitted effect of over 50% in size
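EPAC2 (100 nM) mixed with Rap1B loaded with BODIPY-GDP (250 nM) plus 50 uM unlabeled GDP; compounds pinned in, 5 min RT, then read every 5 min for 30 min (ex 480, em 540 nm). Normalized to cAMP control.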
Active calls of the source: *; i = inactive; ? = inconclusive; . = not tested or not shown; [ ] = another dose, or the depositor's remark. Unless noted, calls follow the shape of the dose curve; as a rule, active = well fitted curve in the direction sought with a large enough effect; inconclusive = small, poorly fitted or top-dose-only effect, or another doubt; inactive = no such curve, though single readings can be large; an effect the other way counts as inactive or inconclusive. A portion of the library, so the mix of outcomes need not match the whole.

SMILES	Mm-Cpn inhibitor	Nrf2 ARE act	pAkt inh	TGFb inhibitor	Nrf2 inh	EPAC2 antagonist	CCT modulator	A549 viability	EPAC2 agonist
Cc1nn(-c2ccccc2)c(C)c1C(=O)OCC(=O)Nc1ccc2c(c1)OCO2	1%	0.4%	i	-9%	-23%	-5%	-0.8	4%	11%
Cn1c(SCC(=O)c2ccc(O)c(O)c2)nnc1-c1ccccc1	2%	0.4%	i	16%	?	-5%	-1.9	-6%	4%
COc1cc2c(cc1OC)-c1nnc(C)n1C(C)(C)C2	1%	-0.6%	i	-8%	6%	10%	0.0	-8%	2%
CN1CCN(C(=S)c2cn(Cc3ccc(F)cc3)c3ccccc23)CC1	1%	0.9%	i	-21%	?	-14%	0.5	5%	10%
COc1cccc(CCC(=O)O)c1OC	-5%	-0.4%	i	1%	17%	18%	2.9	11%	0%
O=C(Cn1cncn1)N/N=C/c1ccccc1Cl	1%	0.0%	i	-10%	7%	8%	1.4	4%	12%
CNC(=S)N1N=C(c2ccc(C)cc2)CC1c1ccc(Br)cc1 (stereo not given)	?	2.8%	i	-22%	-24%	-6%	-2.9	-5%	4%
CCCN(CC(=O)Nc1ccccc1C)C(=O)C1CCN(S(=O)(=O)c2cccc(C(F)(F)F)c2)CC1	0%	0.2%	i	23%	3%	1%	0.4	1%	1%
COc1cc(OC)c(N(C)C(=O)c2nn(C)c3c2CSc2ccccc2-3)cc1Cl	.	4.0%	.	?	23%	.	.	0%	.
CCOCCN(C=O)c1cccc(OC)c1	1%	0.4%	i	17%	-1%	-6%	-1.2	11%	3%
Cc1sc2nc(CN(C(=O)NC3CCCCC3)C3CCCCC3)[nH]c(=O)c2c1C	-1%	-0.1%	i	12%	?	-2%	-6.2	-3%	-5%
COCCCC1CCN(C(=O)C2CCC(=O)N(Cc3cccc(F)c3)C2)CC1 (stereo not given)	3%	-0.5%	i	1%	1%	4%	2.2	1%	-4%
CCCCC(=O)N(C)c1c(C)nc2ccc(C(=O)NCCN(C)C)cn12	.	-0.6%	.	5%	.	-10%	1.0	.	4%
CC(=O)c1cccc(NC(=O)/C(=C/c2ccncc2)NC(=O)c2ccccc2)c1	-1%	-0.1%	i	1%	1%	0%	-1.7	-1%	-11%
O=C(O)c1cccc(N2C(=O)c3cc4cccc(Br)c4cc3C2=O)c1	-24%	-0.3%	i	4%	9%	-19%	2.0	-2%	-3%
O=C(CSc1nc2c(c(=O)n1-c1ccc(Cl)cc1)SCC2)Nc1nccs1	-3%	0.1%	i	-24%	-7%	7%	1.9	-7%	2%
COc1ccc(-c2nnc(SCC(=O)NCc3cccs3)n2C)cc1	0%	0.1%	i	-5%	13%	10%	-1.9	-4%	3%
COc1ccc(/C=C2/CCc3ccccc3C2=O)cc1OC	3%	?	i	-29%	23µM*	-6%	-2.9	-9%	2%
CCCc1nn(C)c(C(N)=O)c1[N+](=O)[O-]	-1%	2.0%	i	-13%	-7%	2%	-2.8	-2%	5%
COc1cccc(CNC(=O)C2(C)CCCN2C(=O)C(C)C)c1 (stereo not given)	.	0.0%	i	18%	.	1%	-0.6	.	1%
COCCCNCCOCCOc1c(OC)cccc1OC	3%	-0.5%	i	1%	2%	3%	-1.4	4%	4%
C[C@@H](C(=O)Nc1cccnc1)n1c(=O)[nH]c2ccccc2c1=O	-1%	-0.8%	i	15%	6%	2%	-7.5	16%	11%
Cc1cc(NC(=O)c2ccccc2F)ncc1NC(=O)c1cccs1	1%	4.8%	i	3%	2%	-1%[57.1 µM]	0.6	-1%	2%
N#CCc1ccc(OCCCN2CCC(C(O)(c3ccccc3)c3ccccc3)CC2)cc1	.	11%	i	.	.	7%	-3.2	.	10%
COc1cccc(N2CCN(C(=O)c3cccn3-c3nnc(N4CCCCC4)s3)CC2)c1	.	0.9%	.	0%	-11%	.	.	-1%	.
Cc1c(NC(=O)COC(=O)C2=COCCO2)cccc1[N+](=O)[O-]	0%	0.2%	i	9%	6%	21%	-3.0	0%	1%
O=C(NCCOc1ccccc1)c1cc(C(=O)NCCOc2ccccc2)cc([N+](=O)[O-])c1	0%	2.0%	i	?	-4%	1%	-0.5	1%	7%
COc1cc(CCNC(=O)c2ccccc2NC(=O)C2=C(C)OCCS2)cc(OC)c1OC	2%	-0.5%	i	-18%	?	8%	1.8	1%	11%
Cc1cc(N2CCOCC2)c2c(N)c(C)cc(C)c2n1	.	-0.8%	i	0%	-10%	-1%	0.6	-6%	6%
Cc1nc(CNS(=O)(=O)c2cccc(F)c2)cs1	1%	0.1%	.	0%	-12%	0%	-1.3	?	8%
CC(=O)Nc1cccc(Oc2nc(NC(C)C)nc3cc(-c4ccccc4)sc23)c1	.	0.1%[9.22 µM]	i	?	.	7%	-0.8	.	7%
O=C(NCC1CCCO1)c1ccccc1-c1nc(-c2ccccc2Cl)no1 (stereo not given)	?	16%	i	-5%	?	-2%	-0.1	-10%	6%
CCOc1cc(/C=N/Nc2nc(Nc3ccccc3)nc(N3CCCCC3)n2)ccc1OCC(=O)O	-1%	0.3%	i	-5%	?	-18%	-1.1	1%	1%
CC1CC(C)CN(C(=O)Cn2c(=O)n(CCCC(=O)NCc3ccco3)c(=O)c3sccc32)C1 (stereo not given)	0%	-0.2%	i	4%	-6%	-2%	-0.7	1%	10%
O=C(COc1ccc(Cl)cc1)OCC(=O)c1ccc[nH]1	1%	-0.5%	i	0%	2%	-16%	-1.1	2%	10%
CC(=O)Nc1ccc(C(=O)NCC2(N3CCCCC3)CCCCC2)cc1	-3%	-0.4%	i	9%	-19%	-1%	-2.3	-13%	-6%
Cc1cc(-c2ccc(Cl)cc2)n2ncnc2n1	3%	0.9%	i	?	3%	4%	-1.6	-1%	4%
CCOc1cc2c(cc1OCC)C(c1ccccc1)N(c1ccc(C(=O)O)cc1)C(=O)C2 (stereo not given)	3%	0.0%	i	10%	-6%	5%	-0.2	0%	4%
CCOc1ccc(C2C3=C(Nc4nc(N)[nH]c(=O)c42)c2ccccc2C3=O)cc1 (stereo not given)	0%	-0.1%	i	2%	15%	-9%	-5.7	-12%	-6%
C/C(=N\NC(=O)Cc1c(F)cccc1Cl)c1cccnc1	-8%	-0.1%	i	-16%	-11%	9%	2.1	-1%	-5%
CCOC1=CC2=C(C(=O)C(Cl)=CC2=O)[C@@H]2CN(S(=O)(=O)c3ccc(C)cc3)[C@@H](c3ccccc3)[C@H]12	.	?	i	11µM*	.	-4%	0.7	.	2%
O=C(c1noc2c1CCCCC2)N1CCN(c2ccc(Cl)cc2)CC1	.	-0.6%	.	?	8.2µM*	.	.	-1%	.
Cc1ccc([C@@H]2[C@@H]3C(=O)N(C)C(=O)[C@@H]3[C@@H]3C(=O)Nc4ccccc4C(=O)N23)cc1	0%	2.7%	i	0%	9%	-6%	1.0	1%	2%
CCOc1ccc(-n2c(=O)[nH]c3sc4c(c3c2=O)CCCC4)cc1	-1%	0.5%	i	-14%	7%	16%	1.3	8%	8%
O=C(CN1C(=O)NC2(CCCCCC2)C1=O)N1CCCCC1	2%	3.3%	i	9%	7%	6%	0.4	19%	3%
O=C1CCC/C=C/C[C@H](CC(=O)N(CCO)Cc2ccccc2)C(=O)N[C@@H](Cc2ccccc2)CO1	-1%	-0.8%	i	22%	-4%	-4%	-1.8	5%	6%
COc1ccc(CN2C(=O)NC3(CCCC3)C2=O)cc1F	1%	-0.2%	i	7%	28%	3%	-0.4	1%	5%
CO/N=C/C(c1ncc(C(F)(F)F)cc1Cl)S(=O)(=O)c1ccccc1 (stereo not given)	?	0.3%	i	0%	-9%	-8%	-0.7	6%	6%
COc1ccccc1OCC(=O)NCCC1=CCCCC1	-1%	-0.6%	i	-5%	0%	1%	-1.0	-2%	-7%
Cc1cccc(OCc2nc(C#N)c(N3CC(C)CC(C)C3)o2)c1 (stereo not given)	-2%	-0.6%	i	-17%	5%	-2%	-2.0	10%	5%
CC(C)(Oc1ccc(Cl)cc1)C(=O)Nc1cccnc1	0%	-0.5%	i	-7%	-8%	16%	-0.8	0%	6%
O=C1CC(N2CCOCC2)C(=O)N1CCc1ccccc1 (stereo not given)	0%	-0.1%	i	12%	.	5%	-0.6	-4%	8%
O=C(NCCN1CCN(Cc2ccccc2)CC1)c1ccc(CS(=O)(=O)c2c(Cl)cccc2Cl)o1	.	-0.8%	i	-14%	.	11%	0.8	.	12%

Some entries already given, limited to A549 viability, Mm-Cpn inhibitor and Nrf2 ARE act.
SMILES	A549 viability	Mm-Cpn inhibitor	Nrf2 ARE act
O=C(O)c1cccc(N2C(=O)c3cc4cccc(Br)c4cc3C2=O)c1	-2%	-24%	-0.3%
Cc1cc(N2CCOCC2)c2c(N)c(C)cc(C)c2n1	-6%	.	-0.8%

Compound activity: PubChem, National Center for Advancing Translational Sciences (NCATS)
